# H1N1 NS1A inhibition: H1N1 influenza NS1A inhibitors, functional cell based assay (AID 504329) | NS1A functional cell-based assay, percent inhibition; higher % means a stronger effect | inhibition, % at 12.5 µM, or IC50 in µM where a hit was titrated | 340,000 compounds, 0.3% hits; in the data active = a potency from the dose series; inconclusive = inhibition above about 27% without an active follow-up result; also: strong numbers were not always called active
# tuberculosis growth: growth inhibition of non-replicating M. tuberculosis (AID 488890); Mycobacterium tuberculosis non-replicating, growth inhibition; higher % means a stronger effect; one-dose inhibition, % at 25 µM; IC50 in µM for titrated hits; 320,000 compounds, 0.39% hits; in the data active = a potency from the dose series; inconclusive = inhibition mostly from about 82% at the one dose, without a potency; inactive = the rest, 99 in 100 with inhibition below about 76%;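 also: plate controls were DMSO cells for no effect and high antibiotic wells for full effect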
# inhibitors of VEEV: inhibitors of VEEV TC-83 cytopathic effect, confirmation, Vero cells (AID 588727); Vero cells, VEEV TC-83 cytopathic effect inhibition; higher % means a stronger effect; 350,000 compounds, 0.13% hits; one-dose inhibition, % at 20 µM; IC50 in µM for titrated hits; in the data active = a potency from the dose series; inconclusive = inhibition mostly from about 14% at the one dose, without a potency; inactive = the rest, 99 in 100 with inhibition below about 12%; also: strong numbers were not always called active
# Salmonella PhoP GFP: PhoP regulon inhibitors, Salmonella typhi PhoP promoter GFP reporter, confirmatory (AID 1850) | Salmonella Typhi PhoP-promoter GFP reporter, fluorescence, 4 h; higher % means a stronger effect | inhibition, % at 50 µM; hits with a dose series show IC50 in µM | 310,000 compounds, 0.33% hits; in the data active = a potency from the dose series; inconclusive = inhibition mostly from about 25% at the one dose, without a potency; inactive = the rest, 99 in 100 with inhibition below about 19%;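 also: 0% = induced wells with vehicle and 100% = uninduced wells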
# H37Rv inhibition: M. tuberculosis growth inhibition, HTS (AID 449762); M. tuberculosis H37Rv growth inhibition, 7H9 media; higher % means a stronger effect; inhibition, % at 25 µM; hits with a dose series show IC50 in µM; 330,000 compounds, 0.59% hits; in the data active = a potency from the dose series; inconclusive = inhibition above about 70% without an active follow-up result;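 also: bacterial growth assessed after seven days of incubation; strong numbers were not always called active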
# inhibitors of VEEV 10K pilot screen: also measured in inhibitors of VEEV; calls as there; inhibition, %; measured here: 10K pilot screen inhibition
# An asterisk follows results filed as active; i = inactive; ? = inconclusive; · = not tested or not shown.
SMILES,H1N1 NS1A inhibition,tuberculosis growth,inhibitors of VEEV,Salmonella PhoP GFP,H37Rv inhibition,others
N#Cc1cc([N+](=O)[O-])cnc1NCC(O)CO (stereo unspecified),-2%,-21%,1.4%,4%,0%,
N#CCCCN1C(=O)C(O)(CC(=O)c2ccc3c(c2)OCCO3)c2ccccc21 (stereo unspecified),-1%,8%,i,9%,-6%,
CCOC(=O)c1c(C)[nH]c(C)c1C(=O)COC(=O)c1ccc(Cl)c(S(N)(=O)=O)c1,-12%,41%,3.6%,7%,1%,
C[C@@H]1CN([C@H](C)CO)C(=O)c2cccc(NS(=O)(=O)c3cccs3)c2O[C@H]1CN(C)Cc1ccccc1,-2%,17%,0.7%,·,0%,
Cc1nn2c(-c3ccccc3)nnc2c2ccccc12,8%,-20%,6.1%,-9%,-4%,
COC(C[C@@H](O)CC(=O)COCc1ccccc1)OC,2%,·,0.5%,·,·,
Cc1ccc(NC(=O)C(C)OC(=O)CCC2CCCCC2)cc1 (stereo unspecified),-7%,34%,0.2%,-2%,-1%,
COc1ccc(N(CC(=O)NCc2ccccc2)C(=O)CCC(=O)Nc2cc(C)ccn2)c(OC)c1,-1%,40%,2.0%,8%,2%,
Cn1c(=O)oc2cc(S(=O)(=O)NCc3ccc(C(=O)O)cc3)ccc21,12%,-16%,i,1%,-2%,
COc1cc2c(cc1NCc1ccc3c(c1)OCO3)oc1ccccc12,23%,2%,0.8%,5%,?,
C1CCN(C2CCN(c3nc4nonc4nc3N3CCSCC3)CC2)C1,-2%,-5%,i,-9%,9%,
CCCS(=O)(=O)N1CCCC(C(=O)NCc2ccco2)C1 (stereo unspecified),-9%,1%,i,4%,-14%,
COc1ccc(-c2nc(SCC(=O)NC3CCCCC3)n[nH]2)cc1,-27%,62%,4.5%,-1%,6%,
CCOC(=O)Nc1ccc2c(CN3CCN(S(=O)(=O)c4ccccc4)CC3)cc(=O)oc2c1,1%,38%,6.7%,-10%,-1%,
CCCNC(=O)CSc1nnc(-c2ccco2)n1C,12%,-21%,0.1%,0%,1%,
COc1ccc(C(=O)N/C(=C\c2cn(C)c3ccccc23)C(=O)OCC(C)C)cc1,-4%,-32%,0.3%,-11%,-5%,inhibitors of VEEV 10K pilot screen=2.7
O=C1CC(N2CCN(C3CC(=O)N(CCc4ccccc4)C3=O)CC2)C(=O)N1CCc1ccccc1 (stereo unspecified),-3%,?,i,13%,-4%,
Cn1cnnc1SCC(=O)NCCC(c1ccccc1)c1ccccc1,-2%,-1%,2.3%,1%,-2%,
CC(=O)c1c(N)[nH]c(-c2ccccc2)nc1=S,-4%,-26%,0.9%,-3%,8%,
Cc1nc(CCNC(=O)CC2C(=O)NCCN2Cc2ccoc2)nc2c1CCCC2 (stereo unspecified),-2%,-3%,0.8%,-4%,7%,
CCOc1ncccc1C(=O)N(CC)CC(=O)NCc1ccc(Cl)cc1,9%,0%,0.8%,7%,-2%,
COC(=O)c1sc(NC(=O)CSc2nnnn2-c2cccc(OC)c2)nc1C,1%,-4%,1.6%,-2%,-1%,
FC(F)(F)c1cc(CO[C@@H]2CCCN[C@@H]2c2ccccc2)cc(C(F)(F)F)c1,2%,·,i,-16%,25µM*,
O=C(NCCC(=O)N1CCC2(CC1)NCCc1[nH]cnc12)c1cccc(Cl)c1,2%,-3%,i,12%,0%,
Cc1cccc(-c2ncc(CN3CCCC(CO)(Cc4ccccc4C)C3)cn2)c1 (stereo unspecified),8%,25%,1.7%,-5%,26%,
Cc1ccc(CCNC(=O)CCS(=O)(=O)c2cc3c(cc2C)NC(=O)CO3)cc1,-13%,5%,1.4%,-7%,-13%,
Clc1ccc(OCCSCc2nc3ccccc3[nH]2)cc1,-11%,?,2.5%,21%,8%,
COc1ccc(OC)c(NC(=O)Cc2ccc(NC3=NC4CS(=O)(=O)CC4S3)cc2)c1 (stereo unspecified),5%,14%,1.8%,-4%,-6%,
Cc1cccc(NC(=S)NCCO)c1C,-2%,2%,1.6%,-10%,0%,
COC(=O)c1ccc2c(c1)N(Cc1ccccc1F)C(=O)c1ccccc1S2=O (stereo unspecified),-2%,5%,0.2%,-9%,-5%,
COC(=O)[C@]1(C)N[C@H](CN(C)C(C)=O)[C@@H]2C(=O)N(C)C(=O)[C@@H]21,-6%,-8%,0.7%,·,2%,
O=C(O)c1cc(-c2cccnc2)nn1-c1ccccn1,-1%,·,1.1%,-19%,-6%,inhibitors of VEEV 10K pilot screen=0.3
CC(C)OCCCNC(=S)N1CCC(C(=O)c2ccc(Cl)cc2)CC1,0%,58%,i,-2%,-1%,
CCc1ccc(N2CC(C(=O)NC3=NCCS3)CC2=O)cc1 (stereo unspecified),5%,6%,4.7%,-5%,-2%,
Cc1nc2cc(NC(=O)CCS(=O)(=O)c3ccccc3)ccc2s1,-8%,-21%,i,-8%,-1%,
O=C(NNc1ccc([N+](=O)[O-])cc1)C1CC1c1ccccc1 (stereo unspecified),-5%,9µM*,0.8%,2%,?,
Cc1cccc(OCc2nnc(SCC(=O)N(C(C)C)C(C)C)n2Cc2ccco2)c1C,4%,13%,4.2%,4%,-4%,inhibitors of VEEV 10K pilot screen=1.9
COc1ccccc1NS(=O)(=O)c1cc2c(cc1C)NC(=O)CO2,-4%,-11%,0.8%,12%,-8%,inhibitors of VEEV 10K pilot screen=0.1
Cc1cc(C)n(CC(=O)N2CCCC(N3CCN(c4cccc(C(F)(F)F)c4)CC3)C2)n1 (stereo unspecified),8%,-7%,3.9%,-9%,-3%,
CCOc1ccc(-n2c(SCC(N)=O)nc3sc4c(c3c2=O)CCN(C)C4)cc1,3%,18%,1.7%,-1%,-6%,
Cn1cccc1Cc1nnc(SCC(=O)NC2CCCC2)n1-c1ccc(F)cc1,-3%,34%,i,9%,0%,
CSc1cccc(NC(=O)N2CCN(C)CC2)c1,-2%,-2%,i,-2%,-3%,
COc1cc2ncc(S(=O)(=O)c3ccccc3)c(N3CCCC(C)C3)c2cc1OC (stereo unspecified),-10%,28%,10%,3%,-1%,
COc1ccc(-c2cc(C(F)(F)F)nc(NCc3ccco3)n2)cc1OC,-11%,1%,7.0%,-10%,-3%,inhibitors of VEEV 10K pilot screen=6.8
Cc1cnc(C(=O)OC(C)C(=O)c2c(C)[nH]c3ccccc23)cn1 (stereo unspecified),-4%,12%,7.5%,5%,-3%,
COc1ccc(OC)c(/C=C/C(=O)OCC(=O)Nc2ccc(Cl)c(S(=O)(=O)N(C)C)c2)c1,-6%,19%,1.1%,2%,33%,
COc1cc(CN2CCN(Cc3ccc(C)cc3)CC2)c([N+](=O)[O-])cc1OC,-55%,9%,i,-4%,0%,
CC1(C)CC2CC(C)(CN2C(=S)NC(=O)c2ccccc2Cl)C1 (stereo unspecified),-3%,7%,i,4%,20%,inhibitors of VEEV 10K pilot screen=0.0

# Random excerpt: six compounds from above
SMILES,H1N1 NS1A inhibition,tuberculosis growth,inhibitors of VEEV,Salmonella PhoP GFP,H37Rv inhibition,others
CC1(C)CC2CC(C)(CN2C(=S)NC(=O)c2ccccc2Cl)C1 (stereo unspecified),-3%,7%,i,4%,20%,inhibitors of VEEV 10K pilot screen=0.0
Cn1cccc1Cc1nnc(SCC(=O)NC2CCCC2)n1-c1ccc(F)cc1,-3%,34%,i,9%,0%,
COc1ccccc1NS(=O)(=O)c1cc2c(cc1C)NC(=O)CO2,-4%,-11%,0.8%,12%,-8%,inhibitors of VEEV 10K pilot screen=0.1
COc1cc2ncc(S(=O)(=O)c3ccccc3)c(N3CCCC(C)C3)c2cc1OC (stereo unspecified),-10%,28%,10%,3%,-1%,
Cc1cc(C)n(CC(=O)N2CCCC(N3CCN(c4cccc(C(F)(F)F)c4)CC3)C2)n1 (stereo unspecified),8%,-7%,3.9%,-9%,-3%,
CSc1cccc(NC(=O)N2CCN(C)CC2)c1,-2%,-2%,i,-2%,-3%,

# Next structures:
SMILES,H1N1 NS1A inhibition,tuberculosis growth,inhibitors of VEEV,Salmonella PhoP GFP,H37Rv inhibition,others
CCc1nn(C(CC)C(=O)NCCCc2ccccc2)c(=O)c2cc3occc3n12 (stereo unspecified),17%,-1%,i,-27%,3%,
O=C(NCc1cccs1)C(=O)c1cn(CC(=O)N2CCOCC2)c2ccccc12,-1%,-7%,1.8%,5%,-5%,
O=C(OCC#CCSc1nnc(-c2ccccc2)o1)c1cccs1,19%,?,3.1%,-6%,?,
O=C(Cn1cc([N+](=O)[O-])cn1)NCC1CCCO1 (stereo unspecified),2%,10%,2.1%,-7%,5%,
CC(Nc1nc(=S)nc(Nc2ccc(F)cc2)[nH]1)c1ccccc1 (stereo unspecified),-4%,40%,i,-14%,8%,
COC(=O)c1sccc1NC(=O)CC1C(=O)NCCN1C(=O)Nc1ccccc1 (stereo unspecified),1%,2%,2.0%,0%,-5%,
Cc1nnc2sc(-c3ccc(-c4ccc(Cl)c(C(F)(F)F)c4)o3)nn12,-2%,-1%,7.5%,-1%,3%,
O=C(N/N=C/c1ccccc1O)NC12CC3CC(CC(C3)C1)C2,-3%,27%,3.5%,6%,?,
COc1ccc(-c2sc3ccc(N4CCOCC4)cc3c2C#CCCO)cc1,0%,·,11%,·,?,
Cn1c(CNC(=O)C(Cc2ccccc2)NC(=O)c2ccccc2)cc(=O)n(C)c1=O (stereo unspecified),-8%,-4%,0.8%,8%,3%,
COC(=O)C[C@](O)(CCCC(C)(C)O)C(=O)O[C@@H]1C(OC)=C[C@]23CCCN2CCc2cc4c(cc2[C@H]13)OCO4,·,-4%,·,4%,35%,
Cc1oc(S(=O)(=O)N2CCOCC2)cc1C(=O)Nc1ccc(F)cc1,-23%,-2%,0.3%,5%,-4%,
CC(=O)c1ccc(NC(=O)CCCN2C(=O)/C(=C/C(C)=C/c3ccccc3)SC2=S)cc1,-10%,79%,3.1%,-2%,13%,
CCN1CCc2nc(NC(=O)c3ccc4c(c3)OCCO4)sc2C1,3%,11%,3.2%,-4%,-15%,
CC(C)(CNC(=O)c1ccc([N+](=O)[O-])c(Cl)c1)CNC(=O)c1ccc([N+](=O)[O-])c(Cl)c1,3%,47%,4.6%,5%,?,
Cc1nn2c(NCCN(C)C)c3c(nc2c1-c1ccccc1)CCCC3,·,5.1µM*,6.0%,5%,?,
O=C(NNC(=S)NC(=O)c1ccc(Br)cc1)c1cccc([N+](=O)[O-])c1,-30%,?,1.4%,-13%,?,
Cc1cc(C)n2nc(SCc3ncc(-c4ccccc4)o3)nc2n1,-8%,-1%,3.2%,7%,-7%,
CN1Cc2c(N3CCOCC3)nc3sc(C(=O)c4ccccc4)c(N)c3c2CC1(C)C,-3%,2%,6.6%,3%,9%,
COC(=O)c1ccc(CNC(=O)Cn2cnc3c(SC)nc(N)nc32)cc1,0%,9%,0.2%,·,6%,
O=C(Nc1nc2ccccc2s1)c1ccc(Cl)s1,0%,37%,2.0%,13%,3%,
CC(=O)N1CCc2cc(S(=O)(=O)Nc3ccccc3N3CCN(C)CC3)ccc21,3%,·,0.7%,·,9%,
COc1ccc(C(=O)NC2CCN(S(=O)(=O)c3ccccc3)CC2)cc1,1%,-5%,0.7%,-4%,9%,
COc1cc(C(F)(F)F)c(C(=O)N(C)Cc2ccc(Cl)c(Cl)c2)cn1,0%,10%,1.1%,5%,5%,
CCCCC(CC)CN1CN(CC(CC)CCCC)CC(C)(N)C1 (stereo unspecified),-5%,·,i,·,·,
CC(CSc1nc2ccccc2s1)Cn1c(N2CCCC2)nc2c1c(=O)[nH]c(=O)n2C (stereo unspecified),-7%,24%,6.2%,-13%,9%,
O=C(Cn1cccc1C(=O)c1ccccc1)NCc1ccccn1,-13%,-13%,1.2%,3%,0%,
Cc1sc2nc(CSCC(=O)N3CC(C)OC(C)C3)[nH]c(=O)c2c1C (stereo unspecified),-3%,·,3.0%,·,·,
Cc1ccccc1Cn1c(Cc2ccccc2)nc2ccccc21,-6%,42%,3.4%,20%,-6%,
CCOC(=O)c1c(NC(=O)C[n+]2ccccc2)sc2c1CCCC2,9%,21%,i,1%,1%,
CCOC(=O)c1c(NC(=O)COC(=O)c2nccnc2N)sc(C(=O)N(C)C)c1C,0%,-5%,3.8%,-3%,1%,
Cc1ccc(-c2csc(NC(=O)C3=NN(c4ccccc4)C(=O)CC3)n2)cc1,-5%,0%,2.4%,-8%,10%,
COc1cc2c(cc1OC)C(C)N(C(=O)c1cc3c(=O)oc4ccc(C)cc4c3s1)CC2 (stereo unspecified),-8%,78%,9.4%,-12%,-2%,

# Bioassay records as filed in PubChem BioAssay.
